Compound activity (PubChem)
Vif imaging – HIV Vif inhibition; HEK293T cells, Vif self-association by quenched fluorescence, imaging, 24 h; inhibition, % at 7.49 µM; hit rate 0.35% among 340,000; in the data active = inhibition above about 50%, passing the limit was not always enough; also: some results filed as inactive read as strong as hits
aDG glyco act – increases alpha dystroglycan glycosylation. Pro5-aDG cells, alpha-DG glycosylation AlphaScreen (IIH6); 0% Pro5, 100% B10-LARGE cell signal. AID 624168. activation, % at 10 µM. hit rate 0.22% among 360,000;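 active = activation of at least 8% versus controls, or a plate z-score of at least 8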;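 also: Pro5 are CHO cells carrying HIG-tagged alpha-DG that lacks glycosylation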
MC4R antagonist – antagonists of human melanocortin 4 receptor (MC4R); MC4R-expressing cells, MTII-stimulated cAMP, LANCE TR-FRET; inhibition, % at 6.5 µM; hit rate 0.48% among 360,000; AID 540295; P32245;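 active = inhibition above its plate's cutoff, the mean of tested wells on that plate plus 3 SD, cut at about 29% in these data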;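 also: 0% = Melanotan II alone and 100% = Melanotan II plus saturating MCL0020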
Target sequence (P32245 whole entry, looked up): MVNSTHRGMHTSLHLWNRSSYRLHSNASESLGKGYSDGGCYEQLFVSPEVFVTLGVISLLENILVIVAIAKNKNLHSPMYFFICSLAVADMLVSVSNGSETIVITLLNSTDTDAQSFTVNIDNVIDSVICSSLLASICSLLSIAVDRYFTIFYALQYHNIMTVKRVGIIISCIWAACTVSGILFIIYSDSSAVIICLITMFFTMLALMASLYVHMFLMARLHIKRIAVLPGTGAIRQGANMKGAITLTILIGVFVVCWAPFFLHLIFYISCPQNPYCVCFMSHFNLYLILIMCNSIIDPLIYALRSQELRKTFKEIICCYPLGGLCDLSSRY
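material = U2OS cells stably expressing human melanocortin 4 receptor (MC4R) | also added = Melanotan II challenge | dosing = single nominal compound dose of 6.5 µM | detection = TR-FRET with Eu-cAMP and labeled anti-cAMP, 671 nm | replication = singlicate | timing = compound 30 min, challenge 1 h, detection 1 h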
MC4R ag barr – agonists of human melanocortin 4 receptor (MC4R) beta-arrestin; hit rate 0.98% among 360,000; U2OS MC4R beta-arrestin complementation, luminescence; percent of melanotan II response, DMSO zero; AID 540308; activation, % at 8.9 µM; P32245;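 active = activation above a per-plate cutoff, the mean activation of sample wells on that plate plus 3 SD, cut at about 8% in these data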
NOD2 RIPK2 PPI – inhibitors of human NOD2-RIPK2 interaction; CHO BLA complementation NOD2-RIPK2, CCF4 ratio; hit rate 0.38% among 360,000; inhibition, % at 4.98 µM; in the data active = inhibition above about 21%;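 also: 0% = vehicle only and 100% = reference blocker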
Target sequence (O43353 whole entry, looked up): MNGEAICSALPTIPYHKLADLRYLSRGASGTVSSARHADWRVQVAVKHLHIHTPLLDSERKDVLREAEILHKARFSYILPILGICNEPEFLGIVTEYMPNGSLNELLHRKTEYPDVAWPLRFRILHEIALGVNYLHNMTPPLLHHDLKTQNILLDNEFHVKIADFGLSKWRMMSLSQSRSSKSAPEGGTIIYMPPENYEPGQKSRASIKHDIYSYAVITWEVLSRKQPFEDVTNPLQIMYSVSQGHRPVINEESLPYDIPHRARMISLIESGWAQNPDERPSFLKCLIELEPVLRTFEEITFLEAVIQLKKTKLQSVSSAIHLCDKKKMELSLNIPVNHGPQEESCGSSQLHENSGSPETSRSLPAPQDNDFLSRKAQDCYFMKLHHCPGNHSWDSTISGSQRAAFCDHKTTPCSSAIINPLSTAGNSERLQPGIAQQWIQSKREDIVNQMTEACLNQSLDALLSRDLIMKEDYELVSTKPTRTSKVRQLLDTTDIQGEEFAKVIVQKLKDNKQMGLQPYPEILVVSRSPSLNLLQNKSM
TLR9-MyD88 block – inhibitors of human TLR9-MyD88 binding; hit rate 0.21% among 340,000; Q9NR96+Q99836; inhibition, % at 4.98 µM; AID 504734; CHO BLA complementation TLR9-MyD88, CCF4 FRET ratio;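 active = inhibition above the mean over all tested compounds plus 3 SD, cut at about 21% in these data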;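 also: 0% = DMSO only wells and 100% = clavulanate BLA inhibitor control wells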
ABHD5 PLIN5 PPI – inhibitors of human ABHD5-perilipin-5 interaction; Q00G26+Q8WTS1; Split G. princeps luciferase complementation, luminescence, 4 h; inhibition, % at 4 µM; hit rate 0.78% among 360,000; AID 602281;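 active = inhibition above the mean inhibition across every tested compound plus 3 SD, cut at about 22% in these data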;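 also: 0% = DMSO only wells and the 100% control is not disclosed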
Granule exo inh – lytic granule exocytosis inhibition. TALL-104 LAMP-1 surface exposure, flow cytometry; cells stimulated with thapsigargin and PMA. inhibition, % at 10 µM. hit rate 0.66% among 360,000. AID 651702;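 active = inhibition above about 55%, limit read from the data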
N-glyco inh – blocks N-linked glycosylation in D54 reporter cells; D54 ERlucT glycosylation luciferase reporter, 24 h; percent of 100 nM tunicamycin response; reporter increase, % at 12.5 µM; hit rate 0.23% among 360,000; AID 588692;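 active = mean luciferase reporter signal, scaled so untreated is 0 and the glycosylation-blocking control 100, at or above a set limit in every replicate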;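 also: luciferase carries N-glycosylation sites so blocking glycosylation raises the light; 0% = median of neutral control wells and 100% = median of 100 nM tunicamycin wells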
ABCB6 inh MLPCN – blocks the human ABCB6 transporter; Q9NP58; K562-ABCB6 porphyrin accumulation, flow cytometry, 1 h; active compounds read low; fluorescence ratio to DMSO, % at 10 µM; hit rate 0.19% among 360,000;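 active = fluorescence ratio to DMSO below 75%, the collection mean minus 3 SD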;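 also: signal is porphyrin accumulated inside mitochondria; 100% equals median channel fluorescence of DMSO control wells; lower ratio means ABCB6 inhibition with less porphyrin fluorescence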
The depositor's hits bear a star; / = not tested or not shown. These rows are one share of the data, so the mix of outcomes need not match the whole.

SMILES | Vif imaging | aDG glyco act | MC4R antagonist | MC4R ag barr | NOD2 RIPK2 PPI | TLR9-MyD88 block | ABHD5 PLIN5 PPI | Granule exo inh | N-glyco inh | ABCB6 inh MLPCN
COc1ccc(CCCNC(=O)C2CCC(=O)N(Cc3ccc(Cl)cc3)C2)cc1 (configuration not stated) | / | -0.3 | 2 | 0.9 | -2 | -6 | 9 | 3 | -1 | 99
CCC(=O)Nc1ccc(C(=O)CSc2nnc(-c3ccc(O)cc3)n2CC2CCCO2)cc1OC (configuration not stated) | 3 | -0.2 | 1 | -1.4 | 11 | 4 | -2 | -4 | 1 | 84
CCOC(=O)N1CCC(NC(=O)CS(=O)(=O)Cc2nc(-c3ccccc3C)oc2C)CC1 | -14 | 0.1 | -2 | 0.3 | -3 | 1 | 12 | -6 | 2 | 92
CC(=O)C(Sc1nn(C)c(=S)s1)C(=O)Nc1ccccc1 (configuration not stated) | -4 | -0.2 | -8 | -0.8 | -15 | 5 | -16 | -4 | 7 | 92
O=C(NCc1ccc(Cl)cc1)C(=O)NCC1OCCN1S(=O)(=O)c1cccs1 (configuration not stated) | 0 | 0.1 | 9 | -0.7 | -6 | 3 | 5 | -2 | -1 | 98
COC(=O)c1ccc(COc2ccc(-c3nnn(CC(N)=O)n3)cc2)cc1 | -3 | -0.3 | 10 | 3.9 | -4 | -10 | -1 | 5 | 2 | 101
CC(=O)C1=C(c2ccccc2)NC(=O)NC1c1ccccc1OCC(=O)Nc1ccccc1 (configuration not stated) | -9 | 0.0 | 1 | 1.6 | 1 | -1 | 7 | 2 | 2 | 99
O=C(COC(=O)c1n[nH]c(=O)c2ccccc12)c1ccccc1 | 11 | 0.0 | -7 | 3.0 | -4 | 9 | 9 | 8 | 0 | 110
Cc1noc(C)c1CCC(=O)N1CCCC(CCC(=O)NCc2ccc(F)c(F)c2)C1 (configuration not stated) | -7 | -0.1 | 8 | -1.7 | 1 | -10 | 4 | 3 | 0 | 94
COc1ccc(N2CCC(CNC(=S)Nc3cccc(C)c3)C2)cc1 (configuration not stated) | -14 | -0.1 | -2 | -1.8 | 4 | -9 | 4 | 3 | -1 | 99
Oc1ccccc1-c1nc(N2CCCC2)c2ccccc2n1 | / | 0.0 | 1 | -2.0 | -2 | -2 | -1 | 17 | 2 | 95
C[C@]12C=CC(=O)C=C1CC[C@@H]1[C@@H]2[C@@H](O)C[C@@]2(C)[C@H]1CC[C@]2(O)C(=O)CO | 7 | 0.0 | -3 | -0.8 | -9 | -1 | 2 | 0 | 1 | 87
O=C(Cc1ccccc1)NCCSCc1ccccc1 | -8 | -0.1 | -3 | -1.0 | 12 | 0 | -4 | -2 | -1 | 98
O=C1c2ccccc2C(=O)N1CCCC(=O)N1CCCc2ccccc21 | / | 0.1 | 0 | -0.8 | 1 | 0 | 2 | -2 | 0 | 94
COc1ccc(C(=O)NNC(=O)COc2ccc(Cl)cc2C)cc1S(=O)(=O)N1CCOCC1 | -7 | 1.2 | -4 | -2.6 | 3 | -3 | -1 | -11 | 2 | 99
CCCCNC(=O)N1CCN(c2ccccc2OCC)CC1 | 0 | 0.4 | 2 | 0.2 | -18 | 1 | 1 | -2 | 0 | 105
O=C(Cn1cnc2cc([N+](=O)[O-])ccc2c1=O)NC1CCS(=O)(=O)C1 (configuration not stated) | 5 | -0.2 | 4 | -1.8 | -8 | -6 | 1 | -1 | 2 | 93
O=C(CSc1nnc(Nc2ccccc2)s1)NCC1CCCO1 (configuration not stated) | 0 | 0.2 | 1 | -0.5 | 8 | 6 | 2 | 6 | 0 | 96
CCCC(=O)Nc1cccc(C(=O)Nc2nccs2)c1 | -11 | 0.0 | 1 | -2.0 | 3 | 3 | -2 | 4 | 2 | 97
CC(C)CCNC(=O)CCn1c(=S)oc2ccccc21 | 8 | -0.1 | -2 | -4.0 | -12 | 7 | 4 | 3 | 1 | 95
COc1ccc(COCC(O)CN2CCN(S(=O)(=O)c3c(F)cccc3F)CC2)cc1OC (configuration not stated) | 0 | 0.0 | 11 | -2.6 | -6 | 4 | -7 | 8 | 1 | 94
C/C=C(\C)C(=O)NCCN1C2=NC[C@H](Cc3ccc(O)cc3)N2C[C@H]1Cc1ccc(O)cc1 | -5 | -0.2 | 5 | -1.8 | 6 | -10 | 0 | 6 | 1 | 101
O=C(NC(C(=O)c1ccccc1)n1cnccc1=O)c1ccccc1 (configuration not stated) | 1 | 0.0 | 1 | -0.2 | -1 | -17 | -1 | 0 | -3 | 96
CC(Oc1ccccc1)C(=O)Nc1c2c(nn1-c1ccccc1)CS(=O)C2 (configuration not stated) | 3 | 0.1 | 0 | -1.0 | 0 | -3 | -3 | -4 | 1 | 97
Cc1ccc(NCC(=O)c2ccc([N+](=O)[O-])cc2)cc1 | 0 | 0.6 | 11 | -2.1 | 4 | -19 | -1 | 0 | 1 | 178
O=C(Nc1ccc(F)c(F)c1)NC1CCCCC1 | -4 | -0.2 | 2 | -0.1 | -11 | -8 | -5 | -2 | 0 | 102
CCOc1ccc(NC(=O)COc2ccc(C(=O)NCc3cccc(OC)c3)cc2OC)cc1 | -18 | 0.4 | 9 | 0.5 | -8 | 2 | -3 | 6 | -3 | 91
CC1CCN(c2ccc(C(=O)NCc3cccs3)cn2)CC1 | 3 | 0.4 | 7 | -0.4 | 4 | -2 | 0 | -2 | -4 | 96
Cc1ccc(NC(=O)CN(C)C(=O)COc2cc(F)ccc2[N+](=O)[O-])cc1 | -2 | 0.2 | -1 | -2.7 | 3 | 3 | 0 | 2 | -2 | 106
O=C(/C=C/c1ccccc1Cl)N(Cc1cccs1)C1CCS(=O)(=O)C1 (configuration not stated) | -3 | 0.0 | 15 | -0.6 | -10 | -6 | -5 | 0 | -1 | 103
Cc1ccc(C(CC(=O)N2CCCCC2)c2ccccc2)c(O)c1C (configuration not stated) | 0 | 0.1 | 10 | 3.8 | -8 | -10 | -8 | 0 | 0 | 93
COc1ccccc1N1CCN(C(=O)c2sc3ncnc(N4CCN(c5ccccn5)CC4)c3c2C)CC1 | 1 | -0.3 | -6 | 0.9 | 6 | -6 | -9 | 11 | 1 | 90
COc1ccc(NC(=O)Cc2ccccc2F)cc1S(=O)(=O)N1CCCCC1 | 0 | 0.3 | -2 | -1.8 | -3 | -3 | -14 | 2 | 1 | 108
CC1COc2ccccc2N1S(=O)(=O)c1ccccc1 (configuration not stated) | -3 | 0.4 | 0 | -0.2 | 6 | / | 0 | -2 | -2 | 97
CCc1ccc(CN2C(=O)c3ccccc3C2C(=O)NCc2cccnc2)cc1 (configuration not stated) | 1 | 0.0 | -3 | -0.6 | -18 | 2 | -2 | -4 | -1 | 94
C=CCNc1cccc(Br)c1 | / | -0.1 | -1 | -2.6 | -3 | 0 | 0 | -15 | 0 | 94
CCN(C[C@H]1N[C@@](CC)(C(=O)OC)[C@H]2C(=O)N(Cc3ccccc3)C(=O)[C@@H]12)C(=O)Nc1ccc(C)cc1 | 2 | -0.3 | 12 | -1.2 | 8 | -5 | -2 | -5 | 2 | 103
CN(Cc1ccco1)C(=O)c1ccc(N2CCCC2=O)cc1 | 16 | 0.0 | 3 | -1.4 | -10 | 0 | 8 | 0 | -1 | 145
Cc1nn(-c2ccccc2)c2c1C(c1ccc([N+](=O)[O-])cc1)N1C(=N2)C(=O)Nc2ccccc21 (configuration not stated) | -13 | -0.2 | -26 | -0.4 | -4 | 5 | 4 | 0 | -5 | 88
O=C(COC(=O)c1ccc([N+](=O)[O-])s1)NC(c1ccccc1)c1ccccc1 | / | 0.0 | 13 | -0.9 | 0 | 10 | 0 | 0 | 2 | 98
CC#CCN1C(=O)N[C@@H](c2ccccc2)C(C(=O)OC)=C1C | 18 | 0.0 | 6 | 1.5 | 3 | 3 | -5 | -6 | 4 | 100
Cc1ccc(NS(=O)(=O)c2cc(C(=O)N3CCOCC3)ccc2C)cc1 | 2 | 0.3 | 2 | -1.9 | 8 | 1 | 0 | 1 | 1 | 96
CCOC(=O)C(=O)NC(C)CCc1ccccc1 (configuration not stated) | -1 | 0.0 | 5 | 0.1 | -1 | -1 | 3 | 3 | 1 | 99
CCOC(=O)Cc1nnc(Nc2ccc(C)cc2)c2ccccc12 | -6 | 0.5 | 5 | -0.7 | 1 | -4 | -4 | -4 | -2 | 108
NC(Cc1ccc(C(F)(F)F)cc1)c1csc(NC(=O)Nc2ccccc2Cl)n1 (configuration not stated) | / | 0.1 | 8 | 15* | 0 | / | -16 | -7 | -1 | 97
CCOC(=O)C(C)Sc1ncc(-c2ccc(Cl)cc2)cn1 (configuration not stated) | -7 | 0.1 | 3 | -0.8 | 9 | -7 | -8 | 0 | 0 | 97
COC(=O)Nc1sc2c(c1C(=O)NCc1ccco1)CCCC2 | -3 | 1.4 | 9 | -2.0 | -11 | -2 | 3 | 0 | 4 | 101
Cc1cccc(C)c1NC(=O)C(c1ccccc1)N1CCN(C(=O)c2ccco2)CC1 (configuration not stated) | -4 | -0.1 | 1 | -1.6 | 4 | -8 | 0 | -1 | 0 | 95
Cc1ccc(C(=O)C(OC(=O)c2c(C)cc(=O)oc2C)c2ccccc2)cc1 (configuration not stated) | -5 | 0.4 | 2 | -1.2 | -9 | 0 | 2 | 0 | -1 | 101
CCCCN(CCCC)CP(=O)(c1ccccc1)c1ccccc1 | 19 | -0.3 | 1 | 2.2 | 8 | -11 | 5 | 9 | -4 | 98
O=C(Nc1c(F)cc(F)cc1Br)c1cc(-c2ccccc2)on1 | -7 | 0.4 | 7 | -1.3 | 0 | -7 | -8 | 0 | -1 | 98
CCCC(=O)Nc1c(C)nn(C(=O)CCC)c1C | -4 | -0.4 | -4 | -1.9 | 3 | 2 | 1 | 0 | 2 | 94

Fetched by compound from above (three):
SMILES | Vif imaging | aDG glyco act | MC4R antagonist | MC4R ag barr | NOD2 RIPK2 PPI | TLR9-MyD88 block | ABHD5 PLIN5 PPI | Granule exo inh | N-glyco inh | ABCB6 inh MLPCN
CCOC(=O)C(C)Sc1ncc(-c2ccc(Cl)cc2)cn1 (configuration not stated) | -7 | 0.1 | 3 | -0.8 | 9 | -7 | -8 | 0 | 0 | 97
C[C@]12C=CC(=O)C=C1CC[C@@H]1[C@@H]2[C@@H](O)C[C@@]2(C)[C@H]1CC[C@]2(O)C(=O)CO | 7 | 0.0 | -3 | -0.8 | -9 | -1 | 2 | 0 | 1 | 87
CC#CCN1C(=O)N[C@@H](c2ccccc2)C(C(=O)OC)=C1C | 18 | 0.0 | 6 | 1.5 | 3 | 3 | -5 | -6 | 4 | 100

Among those listed so far, two have bromine.
SMILES | Vif imaging | aDG glyco act | MC4R antagonist | MC4R ag barr | NOD2 RIPK2 PPI | TLR9-MyD88 block | ABHD5 PLIN5 PPI | Granule exo inh | N-glyco inh | ABCB6 inh MLPCN
C=CCNc1cccc(Br)c1 | / | -0.1 | -1 | -2.6 | -3 | 0 | 0 | -15 | 0 | 94
O=C(Nc1c(F)cc(F)cc1Br)c1cc(-c2ccccc2)on1 | -7 | 0.4 | 7 | -1.3 | 0 | -7 | -8 | 0 | -1 | 98
